# Assay outcomes: PubChem, National Center for Advancing Translational Sciences (NCATS)
# Lipid storage S3: qHTS Assay for Lipid Storage Modulators in Drosophila S3 Cells. Potency in µM for hits, for the others lipid storage change, negative = inhibition, % at the top dose, mostly 46.1 µM. 0.64% of 320,000 active. Drosophila S3 cells, BODIPY lipid droplet fluorescence, 18-24 h; cells fed with added oleic acid; active = well fitted inhibition curve with a large enough effect in the signal ratio, with a control signal flat, not every such curve was filed as active; inconclusive = small, poorly fitted or top-dose-only effect, or effect the other way, or a change in a side signal; the % refers to the signal ratio
#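 Drosophila S3 cells loaded with oleic acid (400 uM, as added) and compounds at several concentrations; lipid droplets imaged by 488-nm laser-scanning cytometry, 500–530 nm intensity and object ratio to cell channel. Percent activity normalized to 20 uM Triacsin C.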
# Lipid storage S3 cell count max: also measured in Lipid storage S3; calls as there; cell number change, %; measured here: cell count max response;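 cells counted by Cell Tracker Red CMTPX staining in the red channel; peak over a dose series mostly up to 46.1 µM; percent activity relative to internal control wells on each plate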
# The depositor's hits bear a star; i = inactive; ? = inconclusive; / = not tested or not shown; [ ] = remark or other dose. % is set by controls: 0 for no effect and ±100 for the full control effect; potency is the fitted concentration of half-maximal effect. This is a subset; count on the stated rates, not on these rows.
SMILES,Lipid storage S3,Lipid storage S3 cell count max
Cc1ccccc1OCC(=O)Nc1ccc2c(c1)C(=O)N(CCC(=O)O)C2=O,?,/
COc1cccc(NC(=O)C2CCCN2C(=O)Nc2ccccc2)c1 (stereo not given),?,/
CC(CN1CCCCC1)OC(=O)c1ccc2c(c1)OCCO2 (stereo not given),?,/
COC(=O)c1cc(NC(=O)CC2C(=O)NCCN2C(=O)c2ccccc2)cc(C(=O)OC)c1 (stereo not given),7%,10
Nc1[nH]ncc1C(=O)Nc1cccc(C(F)(F)F)c1,13%,-9
Cc1ccc(NCN2C(=O)c3ccccc3C2=O)c(C)c1,-20%,21
CC(=O)Nc1ccc(S(=O)(=O)NCc2cn3ccsc3n2)cc1,8%,9
CCOCCc1c(O)nc(SCC(=O)N2CCOCC2)[nH]c1=O,?,/
O=C(COC(=O)CCc1c[nH]c2ccccc12)Nc1cc([N+](=O)[O-])ccc1Cl,10%,17
O=C(Cn1nc(-c2ccc(F)cc2)ccc1=O)Nc1ccc2c(c1)OCCO2,i,15
Cc1ccc(NC(=O)COc2coc(CN3c4ccccc4CC3C)cc2=O)c(C)c1 (stereo not given),-24%[0.0737 µM],/
CCCn1nnnc1-c1ccc(Cl)cc1,?,/
Cc1ccc(CNC(=O)CC2Sc3ccccc3NC2=O)cc1 (stereo not given),6%,7
O=C(NCCC1CCCC1)c1cccs1,-25%,28
O=C1NC(=O)C(c2ccc(F)cc2)N1 (stereo not given),?,/
O=C(NCCS(=O)(=O)N1CCN(c2ccccc2F)CC1)C1CC(=O)N(c2ccccc2)C1 (stereo not given),i,/
CC(C)=NOC(=O)c1c(C)noc1-c1snnc1C,0%,13
Cc1ccc(S(=O)(=O)NC(CC(=O)n2nc(C)cc2C)c2ccccc2)cc1 (stereo not given),i,/
COc1ccc(C=O)cc1Cn1cnc2c(cnn2C)c1=O,2%,5
Cc1cccc(OCC(O)CN2CCN(C3CCCCC3)CC2)c1 (stereo not given),?,/
CCOc1ccccc1NC(=O)C1CCN(C(=O)c2cccs2)CC1,9%,-5
Cc1cc(C)c(NC(=O)CSc2nc3ncc(Br)cc3[nH]2)c(C)c1,-14%,3
CC(C)N(C(=O)CSc1nc(Cc2ccccc2)nc2ccccc12)C(C)C,?,/
CSc1ncccc1C(=O)OCC(=O)N1CC(=O)Nc2ccccc21,?,/
COc1ccc(Cl)cc1NC(=O)CN(C)C(=O)CNC(=O)C12CC3CC(CC(C3)C1)C2,?,/
CCNC(=O)C(=O)NCc1ccncc1,-18%,13
CC(=O)NNC(=S)NC(=O)c1cccc([N+](=O)[O-])c1,22%,-23
N#CCSCC(=O)Nc1ccc(Br)cc1,i,25
CC(=O)/C(N=Nc1ccc(OC(F)(F)F)cc1)=C(\C)O,2%,6
Cc1ccc(NC(=O)CCc2nnc3ccc(N4CCN(C)CC4)nn23)cc1F,0%,4
Cc1ccc(OCC(=O)Nc2ccc(O)c(C(=O)O)c2)cc1C,?,/
CCC(C)c1ccccc1NC(=O)CN(C)CCOc1ccc(Cl)cc1 (stereo not given),?,/
CC(C)(C)c1nc(CN2CCOCC2)cc(CN2CCOCC2)c1O,i,19
COc1ccc(C2=NN(C(=O)c3ccccc3)C(c3cccc([N+](=O)[O-])c3)C2)cc1 (stereo not given),?,/
C=CCNC(=O)c1ccc(CSc2nc3ccccc3s2)cc1,?,/
Cc1ccc(C(=O)N/C(=C/c2ccco2)C(=O)N2CCCCC2)cc1,?,/
CN(CC(=O)Nc1ccccc1Cl)C(=O)Cn1cnc2ccc(Cl)cc2c1=O,?,/
Cc1nnc(NC(=O)c2ccc(S(=O)(=O)N(C)Cc3ccccc3)cc2)o1,?,/
CC(=O)Nc1ccc(NC(=O)COC(=O)CCCc2c[nH]c3ccccc23)cc1,11%,10
CCCCN(C)C(=O)c1cc2cc3ccc(OC)cc3nc2s1,?,/
Cc1cccc(C)c1NC(=O)CN1CCN(C(=O)CN2C(=O)NC3(CCCCC3C)C2=O)CC1 (stereo not given),?,/
O=C(OCC(=O)N1CCCC1=O)c1ccc(O)cc1O,-4%,0
COc1ccccc1/C=C/C(=O)OCC(=O)N1CCc2ccccc21,?,/
BrC(=C\c1ccccc1)/C=N/N1CCN(c2ccccc2)CC1,?,/
c1ccc(CNc2nc(-c3ccccn3)nc3ccccc23)cc1,?,/
Cc1ccc(-n2ccnc2SCC(=O)O)c(C)c1,-15%,-5
COc1ccc(/C=C(/NC(=O)c2ccccc2)c2nc3ccccc3[nH]2)cc1OC,?,/
COC(=O)c1cc(C(=O)OC)[nH]n1,-5%,-1
CC(c1ccccc1)N1CC(C(=O)N2CCN(c3ccc(F)cc3)CC2)CC1=O (stereo not given),?,/
CCOC(=O)CSc1nnc(CNC(=O)c2ccc(S(=O)(=O)N3CCOCC3)cc2)n1C,0%,-9
CCNC(=O)CN(c1ccc(Br)c(C)c1)S(C)(=O)=O,4%,23
C/[N+]([O-])=C\c1coc2ccccc2c1=O,?,/
COc1ccc(NS(=O)(=O)c2cccc(C(=O)NNC(=O)c3cccc(NC(C)=O)c3)c2)cc1,?,/
CNC(=O)c1c(O)c2cccc3c2n(c1=O)CCC3,?,/
OCCCNCc1ccc(N(c2ccccc2)c2ccccc2)cc1,?,/
COc1ccccc1/C=C/C(=O)OCCN1CCOCC1,?,/
COc1ccc(C(C(=O)NC(C)(C)C)N(C(=O)CCC(=O)Nc2cc(C)on2)c2cc(C)cc(C)c2)cc1 (stereo not given),?,/
Cc1ccc(CS(=O)(=O)c2nsc(C)c2C#N)cc1,?,/
COc1ccc(Oc2c(C)nc(SCC(=O)c3ccc(Cl)cc3)[nH]c2=O)cc1,?,/
Fc1ccc(C2c3cccn3CCN2C(=S)Nc2cccc(Br)c2)cc1 (stereo not given),0%,-11

# 3 entries out of the list above, ordered by the value under Lipid storage S3 cell count max, falling.
structure	Lipid storage S3 cell count max
CC(=O)/C(N=Nc1ccc(OC(F)(F)F)cc1)=C(\C)O	6
COC(=O)c1cc(C(=O)OC)[nH]n1	-1
CCOC(=O)CSc1nnc(CNC(=O)c2ccc(S(=O)(=O)N3CCOCC3)cc2)n1C	-9

# (next part)
SMILES,Lipid storage S3,Lipid storage S3 cell count max
CCOc1ccccc1C(=O)OCC(=O)Nc1ccc(N2CCCCC2)cc1,i,8
CC/C(=N\NC(=O)c1cc(C)nc2ccccc12)c1ccc(C)s1,?,/
COc1ccccc1NC(=O)CN(Cc1ccco1)C(=O)c1ccc(-n2nc(C)cc2C)cc1,?,/
O=C1CSC(c2ccccc2)N1Cc1ccccn1 (stereo not given),5%,6
CC(O)CNCCOc1ccccc1OCc1ccccc1 (stereo not given),?,/
Cc1c(C)c(C)c2[nH]c(-c3ccc4c(c3)OCO4)nc2c1C,?,/
Cc1ccc(OCC(=O)N/N=C2/SCC(=O)N2Cc2ccccc2)cc1,?,/
Cc1c(NC(=O)c2ccc3c(c2)C(=O)N(Cc2ccco2)C3=O)cccc1C(=O)O,-7%,-6
O=c1oc2ccccc2c(O)c1/C=N/c1ccccn1,-7%,-22
C=CCn1c(=NC(=O)CN2C(=O)CCC2=O)sc2cc(S(N)(=O)=O)ccc21,17%,-5
CC(=O)N1CCN(C(=O)c2ccc(NS(=O)(=O)c3ccc4c(c3)OCCO4)cc2)CC1,?,/
O=C(Nc1ncccc1O)c1ccc(S(=O)(=O)N2CCCCCC2)cc1,?,/
CCC(C)NC(=O)c1ccc2c(c1)S(=O)(=O)c1ccccc1C2=O (stereo not given),i,16
Brc1cc2c(cc1Br)OCCOCCOCCO2,?,/
Cn1c(-c2sccc2OCc2cccc(C(F)(F)F)c2)n[nH]c1=S,2%,2
CC(C)(C)C1CCc2onc(C(=O)N3CCOCC3)c2C1 (stereo not given),?,/
CCN(Cc1ccccc1)C(=O)c1cc(COc2c(F)cccc2F)on1,3%,6
CCn1c2ccccc2c2cc(NC(=O)c3cc(OC)c(OC)c(OC)c3)ccc21,-4%,/
Cc1cccc(OCCn2c(S(=O)(=O)O)nc3ccccc32)c1,?,/
COc1ccccc1Nc1c2c(nc3ccccc13)CCC2,-14%,-16

# 5 structures already listed, sorted by molecular weight, low to high.
SMILES,Lipid storage S3,Lipid storage S3 cell count max
O=C1CSC(c2ccccc2)N1Cc1ccccn1 (stereo not given),5%,6
CC(O)CNCCOc1ccccc1OCc1ccccc1 (stereo not given),?,/
Cc1cccc(OCCn2c(S(=O)(=O)O)nc3ccccc32)c1,?,/
CC/C(=N\NC(=O)c1cc(C)nc2ccccc12)c1ccc(C)s1,?,/
Cc1ccc(OCC(=O)N/N=C2/SCC(=O)N2Cc2ccccc2)cc1,?,/

# Further results
SMILES,Lipid storage S3,Lipid storage S3 cell count max
COc1cccc(C2CC3(CC(C)(C)NC(=S)N3)Oc3cc(O)ccc32)c1 (stereo not given),14%,-15
O=C(CCn1ccc2ccccc21)NC1CCCc2ccccc21 (stereo not given),?,/
COc1cc(C(=S)N2CCCC2)cc(Cl)c1O,?,/
Cc1nnc(OC(C)C)c2nn(-c3ccccc3F)c(C)c12,?,/
COc1cccc(/C=C/C(=O)OCC(=O)N2c3ccccc3NC(=O)C2(C)C)c1,-7%,2
Cc1ccc(NCC(=O)N/N=C/c2ccc(C(=O)O)cc2)cc1,-9%,-5
CCC(=O)Nc1cc(C(=O)O)ccc1Sc1ccc(C)cc1,-7%,1
O=S1(=O)NC(=NCCc2ccccn2)c2ccccc21,?,/
Cc1cc2cc(CNC(=S)Nc3ccc(OC(F)F)cc3)ccc2n1C,?,/
Fc1ccccc1N=C1Nc2cccc3cccc1c23,i,/
CCCCCN(C(=O)CCC(=O)OCC(=O)Nc1ccc(C)cc1F)c1c(N)n(CCCC)c(=O)[nH]c1=O,?,/
COc1cccc(C(=O)NC2CC(C)(C)NC(C)(C)C2)c1OC,17%,20
O=C(c1cnsn1)N1CCN(c2ccccn2)CC1,i,/
CCC(C)NCC(O)(c1ccc(Cl)cc1)c1ccc(Cl)cc1 (stereo not given),?,/
CC(=O)Nc1ccc(NC(=O)CN(C)CCC#N)cc1,-5%,4
N#Cc1cn(N2CCCCC2)c(=O)[nH]c1=O,?,/
Nc1cc(-c2ccc(Cl)cc2)nn1S(=O)(=O)c1ccc(Cl)cc1,?,/
Cc1ccc(NC2=CC(=O)CC(C)(C)C2)c(N)c1,-1%,-9
CCCc1cc(=O)[nH]c(SCC(=O)N2CCOCC2)n1,?,/
O=C(COc1ccccc1)NCCS(=O)(=O)N1CCN(c2ccccc2)CC1,?,/

# Compound profiles, from the list above:
# `O=S1(=O)NC(=NCCc2ccccn2)c2ccccc21` in the list: Lipid storage S3 = ?; Lipid storage S3 cell count max = /
# `Cc1cc2cc(CNC(=S)Nc3ccc(OC(F)F)cc3)ccc2n1C` in the list: Lipid storage S3 = ?; Lipid storage S3 cell count max = /
# `N#Cc1cn(N2CCCCC2)c(=O)[nH]c1=O` in the list: Lipid storage S3 = ?; Lipid storage S3 cell count max = /

# Continued:
SMILES,Lipid storage S3,Lipid storage S3 cell count max
Cc1c(NC(=O)C(C)OC(=O)[C@@H](NC(=O)c2ccccc2)C(C)C)c(=O)n(-c2ccccc2)n1C (stereo not given in full),-9%,11
CCc1c(C)[nH]n(-c2ccc(Oc3ccccc3)c(S(=O)(=O)O)c2)c1=O,?,/
COCCN1CCn2c(nc3cc(NC(C)=O)ccc32)C1,-2%,2
CC1=C(C(=O)Nc2ccc(Cl)cc2)C(c2ccncc2)C(C#N)=C(SCC(N)=O)N1 (stereo not given),?,/
Cc1oc(/C=N/NC(=O)CN(c2ccccc2Br)S(C)(=O)=O)cc1Br,5%,1
Cc1c(Br)c([N+](=O)[O-])nn1CC(=O)NCc1ccccc1,?,/
CC(C)N(Cc1nc(-c2ccc(Cl)cc2)no1)C(=O)C(c1ccccc1)c1ccccc1,?,/
CC1=CC(=O)C=C(C)C1=NOC(=O)c1cccc([N+](=O)[O-])c1,?,/
CC(C)Cn1cnc2c(c1=O)c1nc3ccccc3nc1n2Cc1ccc2c(c1)OCO2,?,/
CCc1ccc(NC(=O)N(C2CCCCC2)C(C)c2cccnc2)cc1 (stereo not given),i,/
O=C(Cc1ccc(-c2ccccc2)cc1)NC1CCCC1,?,/
Cc1c(Cl)cnc(NC(=O)CSc2nncs2)c1Cl,6%,4
Cc1ccccc1OCc1ccc(C(=O)N2CC(C)OC(C)C2)o1 (stereo not given),33µM*,15*
O=C1CC(N2CCN(C(c3ccccc3)c3ccccc3)CC2)C(=O)N1Cc1ccc(N2CCCC2=O)cc1 (stereo not given),10%,-8
CCOC(=O)c1sc(NC(=O)C(CC)Sc2nnc3c4ccccc4n(C(C)C)c3n2)nc1C (stereo not given),?,/
COc1ccc(NS(=O)(=O)c2ccc3nc(COc4ccc5ccccc5c4)[nH]c3c2)cc1,23µM*,-9.6*
Cc1ccc(-n2c(SCC(=O)Nc3ccc(N4CCOCC4)cc3)nc3ccccc3c2=O)cc1,-20%,-4
CC(C)Cn1c(N)c(C(=O)CSc2ccc3c(c2)OCCO3)c(=O)n(C)c1=O,?,/
COc1cc(OC)c2c(-c3ccccc3)cc(=O)oc2c1C(CCN1CCCCC1)c1ccc2c(c1)OCO2 (stereo not given),13%,-18
CC(C)OC(=O)/C(=C/c1ccco1)c1ccccc1,4%,-9
Cn1c(=O)c(=O)n(C)c2cc(S(=O)(=O)N3CCOCC3)ccc21,?,/
CCOC(=O)c1cnc(SCC)[nH]c1=O,?,/
COc1ccc(Cl)cc1C(=O)NNC(=O)CSc1nnc2ccccn12,i,/
CCOC(=O)c1c(C)n(C)c2c(C)cc(O)c(OC(C)=O)c12,29%,12
